Screens from PubChem BioAssay.
dFosB activator: activators of mouse delta FosB homodimer; P13346; purified delta FosB, TAMRA-CDK5 oligo fluorescence polarization; percent of positive-control signal above neutral wells; activation, % at 25 µM; 0.99% of 340,000 active;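 active = mean activation above about 17%, with every replicate also reaching it, limit read from the data, passing the limit was not always enough; inconclusive = only one of the two conditions met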;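 note: fluorescence polarization rise as delta FosB binds a TAMRA Cdk5 AP-1 oligo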
Target sequence (P13346 whole entry, looked up): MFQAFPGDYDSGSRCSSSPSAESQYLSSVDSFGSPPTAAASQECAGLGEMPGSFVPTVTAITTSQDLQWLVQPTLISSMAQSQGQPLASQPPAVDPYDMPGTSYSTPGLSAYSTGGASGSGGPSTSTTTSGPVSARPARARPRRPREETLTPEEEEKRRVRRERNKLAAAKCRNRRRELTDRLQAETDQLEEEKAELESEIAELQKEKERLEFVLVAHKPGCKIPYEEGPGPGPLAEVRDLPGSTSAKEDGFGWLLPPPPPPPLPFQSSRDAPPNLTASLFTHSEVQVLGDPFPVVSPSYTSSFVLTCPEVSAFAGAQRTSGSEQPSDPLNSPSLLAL
MITF TRPM1 HTS: activators of MITF-driven TRPM1 promoter activity in SK-MEL-5 cells; 0.75% of 300,000 active; activation, % at 12.5 µM; SK-MEL-5 TRPM1-promoter luciferase, 24 h; % of positive control, neutral wells = 0;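 active = mean activation of at least 80% with every replicate also reaching 80%; inconclusive = mean reaches 80% but some replicate falls short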;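 note: 0% = neutral control wells and 100% = parthenolide positive control wells; values of inactives mirror those of a sister screen read the other way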
Tat transport: inhibitors of E. coli Tat protein transport | AID 488895 | 0.036% of 340,000 active | inhibition, % at 10 µM | E. coli MC4100 TorA-mCherry Tat export, fluorescence;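 active = mean replicate inhibition at least 50% and at least half of replicates individually reaching 50%; inconclusive = only one of the two criteria met; inactive = neither criterion met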;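 note: exported cargo escapes ClpAP degradation while cytoplasmic cargo is degraded and loses fluorescence; 0% = median of neutral control wells and 100% = median of NaSCN control wells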
CDK5 p35 inh: inhibitors of human CDK5/p35 kinase | Q00535+Q15078 | Recombinant CDK5/p35, ADP-Glo luminescence, 60 min | inhibition, % at 10 µM | 0.01% of 330,000 active;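 active = highest replicate inhibition of at least 50% and at least 75% of replicates reaching 50%; inconclusive = only one of the two criteria met; inactive = both criteria failed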;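 note: plate controls were DMSO neutral control for no effect and GW8510 at 10 µM for full effect; many of its hits are not listed in these tables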
Target sequence (Q00535 whole entry, looked up): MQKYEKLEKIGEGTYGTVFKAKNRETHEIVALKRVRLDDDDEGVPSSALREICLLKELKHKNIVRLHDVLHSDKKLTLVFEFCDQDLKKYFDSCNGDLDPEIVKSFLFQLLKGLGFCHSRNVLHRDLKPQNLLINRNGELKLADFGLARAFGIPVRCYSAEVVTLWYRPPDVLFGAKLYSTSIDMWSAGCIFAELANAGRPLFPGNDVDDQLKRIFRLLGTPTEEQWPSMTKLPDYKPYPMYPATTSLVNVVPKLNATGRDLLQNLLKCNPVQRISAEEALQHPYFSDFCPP
Target sequence (Q15078 whole entry, looked up): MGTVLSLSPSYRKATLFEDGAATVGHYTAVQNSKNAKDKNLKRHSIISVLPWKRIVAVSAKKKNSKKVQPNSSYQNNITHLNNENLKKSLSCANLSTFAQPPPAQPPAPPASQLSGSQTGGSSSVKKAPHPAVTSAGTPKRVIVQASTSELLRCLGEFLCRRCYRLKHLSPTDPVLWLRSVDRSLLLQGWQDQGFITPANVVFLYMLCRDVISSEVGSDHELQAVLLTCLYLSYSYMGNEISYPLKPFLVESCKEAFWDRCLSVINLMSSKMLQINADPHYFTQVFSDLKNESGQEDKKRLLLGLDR
V-ATPase pH: alters yeast V-ATPase proton transport; S. cerevisiae, pHLuorin cytosolic pH fluorescence; response, % at 10 µM; 0.37% of 350,000 active; AID 504577; in the data active = response mostly above about 7.3%, no sharp cut-off; inactive = mostly below about 5.4%; note: actives read high; inactives centre near 0; some compounds called inactive have numbers as strong as hits; reference of the scale not given here
CAL PDZ FP-1: human CAL PDZ-peptide interaction inhibition. Q9HD26. purified CAL PDZ, TMR-peptide fluorescence polarization, 1 h. inhibition, % at 20 µM. 0.02% of 330,000 active. AID 504414;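 active = highest replicate inhibition of at least 40%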;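 note: plate controls were DMSO neutral control wells for no effect and unlabeled competitor peptide control wells for full effect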
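System: purified tagged CAL PDZ domain construct (CerCALP). Schedule: 1 h incubation at room temperature before polarization reading. Medium: 25 mM sodium phosphate pH 7.4, 150 mM NaCl, TCEP, IgG, Thesit. Read-out: percent inhibition from loss of millipolarization. Measured by: FP readout, S and P plane fluorescence. Probe or stimulus: fluorescent TMR peptide probe.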
CAL PDZ FP-2: blocks peptide binding to the human CAL PDZ domain. 0.92% of 300,000 active. AID 602252. purified CAL PDZ, TMR-peptide fluorescence polarization, 1 h. inhibition, % at 24.9 µM;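 active = mean inhibition of at least 30% with at least half of replicates also reaching 30%; inconclusive = no clear call, values can overlap the other calls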;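 note: 0% = DMSO neutral control and 100% = excess unlabeled competitor peptide PRC23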
Rtt109 Vps75: C. albicans Rtt109 histone acetyltransferase inhibition; Q5AAJ8; purified Rtt109/Vps75, ThioGlo CoA-SH fluorescence, 4 h; inhibition, % at 34.9 µM; 0.16% of 330,000 active; AID 540336;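 active = inhibition of at least 50% in every replicate; inconclusive = best replicate reaches 50% inhibition but some replicates fall short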
cardiac RTF act: cardiac RTF calcium sensitization; P19429+P45379; IANBD-labeled TnC RTF fluorescence at EC20 calcium; 0% EC20 calcium, 100% full calcium; activation, % at 7.2 µM; 0.24% of 340,000 active; AID 493008;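 active = activation above the mean over all tested compounds plus 3 SD, cut at about 30% in these data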;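 note: rise in fluorescence read as greater calcium sensitivity of cardiac thin filaments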
Wnt act: activates Wnt/beta-catenin signaling in a reporter cell assay | activator, plate reader | 1.2% of 300,000 active | activation, % at 9.35 µM; in the data active = activation above about 30%, passing the limit was not always enough; inconclusive = no clear call, values can overlap the other calls;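 note: 0% = neutral control wells and 100% = positive control wells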
* hit, by the source's call; ? = inconclusive; . = not tested or not shown.

#	Structure	dFosB activator	MITF TRPM1 HTS	Tat transport	CDK5 p35 inh	V-ATPase pH	CAL PDZ FP-1	CAL PDZ FP-2	Rtt109 Vps75	cardiac RTF act	Wnt act
1	COc1cccc(NC(=O)CN(C)C(=O)c2cccc(NS(=O)(=O)c3ccc(Br)cc3)c2)c1	-12.1	7.4	6.2	0.0	5.0	-1.0	5.7	11.9	1.5	29.9
2	CC1Cc2ccccc2N1C(=S)NC1CCCC1 (stereo unspecified)	-4.3	-10.0	-0.2	-0.4	0.6	-0.3	.	-12.5	-2.4	-2.1
3	COc1ccc(NC(=O)C2(c3ccc(NC(=O)c4ccc(OC)cc4)cc3)CCCC2)cc1	-0.1	3.4	7.8	0.1	-0.6	-0.1	-5.3	0.6	2.4	.
4	O=Cc1cn(CC(=O)Nc2ccccc2)c2ccccc12	5.7	.	-2.5	-0.7	-1.8	-0.8	-4.7	-4.7	-5.6	-3.1
5	O=C(CN1C(=O)NC2(CCCC2)C1=O)N1CCCSC1=Nc1ccccc1	3.1	6.1	5.6	1.0	-0.3	-0.5	-8.7	-10.3	5.1	-0.8
6	CCN(CC)CCN(CC(=O)Nc1c(C)cc(C)cc1C)C(=O)c1ccccc1	4.2	0.7	1.5	0.7	1.0	0.0	-3.7	4.4	8.0	0.3
7	Cc1cccc(C)c1NC(=O)CN1C(=O)COc2ccccc21	-0.4	-2.8	-10.5	0.5	-4.7	0.1	.	1.5	0.4	0.1
8	CCc1ccc(C(=O)CN2C(=O)NC(C)(CCc3ccccc3)C2=O)cc1 (stereo unspecified)	-13.1	-2.2	4.3	-0.9	2.8	-9.3	.	0.8	9.0	-3.1
9	COc1cc2c(cc1OC)C1c3ccc(OC)c(OC)c3OCC1(O)C2 (stereo unspecified)	6.9	3.1	0.5	-0.2	4.5	-0.6	-1.2	6.5	0.8	1.4
10	CC(C)(C)c1ccc(CSc2nnc(-c3ccccc3NC(=O)c3ccccc3)o2)cc1	-5.4	10.7	-7.9	0.5	2.4	-0.7	-2.2	2.6	-1.5	.
11	COCCOc1ccc(C(F)(F)F)cc1N	3.6	.	4.7	-3.1	-0.7	-0.1	.	0.3	0.3	-0.3
12	Cc1ccccc1NC(=O)c1onc2c1CCCC2	5.3	75.2	3.9	2.1	-2.4	-0.6	-2.7	-11.7	3.1	-0.4
13	COc1ccc(NC(=O)CCN2CCN(S(=O)(=O)c3ccc(OC)cc3)CC2)cc1	-10.7	-4.5	14.8	-7.6	-1.4	0.1	-0.3	-2.7	0.9	-1.5
14	OCCN1CCN(c2ncnc3nc[nH]c23)CC1	-4.5	-3.1	-4.6	0.1	-1.9	1.2	.	8.9	7.5	0.1
15	Cc1ccc(NC(=O)CN(C)S(=O)(=O)c2cccc3cccnc23)cc1C	-11.2	.	6.3	1.6	-1.0	-1.8	.	-2.6	-3.0	-6.0
16	N/C(=N\OC(=O)c1ccc(Br)o1)c1cccnc1	-4.4	28.3	-2.7	1.7	-3.3	-1.1	-6.1	3.8	2.0	10.0
17	Cc1cc(C)cc(Nc2nc3ccc(C)cc3n3cnnc23)c1	-8.3	-5.2	-8.3	0.9	1.0	-0.1	-2.4	24.2	-1.0	0.0
18	CC(C)Sc1snnc1-c1ccccc1	-3.2	0.0	-2.5	-0.3	-2.0	0.9	3.3	-5.2	-3.5	-0.5
19	Cc1noc(C)c1S(=O)(=O)N1CCC(C(=O)NCCN2CCC(C)CC2)CC1	2.2	13.2	-4.4	0.8	-5.8	-0.6	-0.3	1.5	-1.4	.
20	O=C(Nc1ncccn1)C1c2ccccc2Oc2ccccc21	2.6	6.9	-1.5	-1.0	-2.2	-2.6	-1.4	-3.9	6.6	-0.7
21	CCOC(=O)C1CCN(S(=O)(=O)c2cccc(-c3cn4cccnc4n3)c2)CC1	-1.6	-17.5	0.4	0.5	1.9	-0.5	-2.4	-11.5	-1.1	.
22	O=[N+]([O-])c1ccc2nc(CN3CCCCC3)[nH]c2c1	-6.5	15.8	-0.9	0.6	-7.1	-0.7	-0.2	-4.8	-1.6	-1.2
23	COc1ccc(CC(=O)N[C@@H](CCSC)C(=O)N2CCC3(CC2)NCCc2[nH]cnc23)cc1	-5.1	11.7	-5.5	-1.1	1.7	-1.1	-1.5	-1.2	-0.1	-0.4
24	Cc1cc(C)n2nc(C(=O)OCC(=O)Nc3cc(Cl)ccc3C)nc2n1	4.3	-10.3	-0.2	-0.5	0.0	-0.1	-1.7	-2.4	1.2	-2.6
25	S=c1[nH]nc(Cn2cnc3ccccc32)n1-c1ccccc1Cl	1.8	-11.1	-3.7	0.5	-1.2	-1.3	-3.4	-5.3	4.7	-1.2
26	O=C(CC1(O)CCCCC1)OC1CCCC1	-3.7	-6.8	-1.7	3.5	1.9	-0.6	.	3.8	-7.5	.
27	O=[N+]([O-])c1cccc(-c2nnc(-c3ccccc3F)o2)c1	-2.3	.	-6.9	1.2	-3.0	-0.6	-4.4	8.9	1.5	49.4*
28	CC(=O)N1CCN(Cc2nc(-c3cccc(Cl)c3)no2)CC1	-1.3	7.5	2.1	-0.4	-1.9	-2.4	-4.3	-8.4	6.0	-0.7
29	Cc1ccc(C(=O)NC(Cc2c[nH]c3ccccc23)C(=O)O)cc1 (stereo unspecified)	-2.5	-5.2	-2.4	-0.3	2.9	-1.3	-4.0	-16.2	-3.9	15.1
30	COc1ccc(NS(=O)(=O)c2ccc(/C=C/C(=O)O)cc2)cc1S(=O)(=O)N1CCOCC1	0.0	-6.9	8.1	-6.2	-1.6	0.0	43.7*	-2.6	-0.9	1.9

Sorted by molecular weight (low to high): some entries from above
#	Structure	dFosB activator	MITF TRPM1 HTS	Tat transport	CDK5 p35 inh	V-ATPase pH	CAL PDZ FP-1	CAL PDZ FP-2	Rtt109 Vps75	cardiac RTF act	Wnt act
7	Cc1cccc(C)c1NC(=O)CN1C(=O)COc2ccccc21	-0.4	-2.8	-10.5	0.5	-4.7	0.1	.	1.5	0.4	0.1
15	Cc1ccc(NC(=O)CN(C)S(=O)(=O)c2cccc3cccnc23)cc1C	-11.2	.	6.3	1.6	-1.0	-1.8	.	-2.6	-3.0	-6.0
6	CCN(CC)CCN(CC(=O)Nc1c(C)cc(C)cc1C)C(=O)c1ccccc1	4.2	0.7	1.5	0.7	1.0	0.0	-3.7	4.4	8.0	0.3

Part of the list above, showing only dFosB activator and cardiac RTF act:
cpd	structure	dFosB activator	cardiac RTF act
11	COCCOc1ccc(C(F)(F)F)cc1N	3.6	0.3
12	Cc1ccccc1NC(=O)c1onc2c1CCCC2	5.3	3.1
13	COc1ccc(NC(=O)CCN2CCN(S(=O)(=O)c3ccc(OC)cc3)CC2)cc1	-10.7	0.9
14	OCCN1CCN(c2ncnc3nc[nH]c23)CC1	-4.5	7.5
15	Cc1ccc(NC(=O)CN(C)S(=O)(=O)c2cccc3cccnc23)cc1C	-11.2	-3.0

New compounds follow
#	Structure	dFosB activator	MITF TRPM1 HTS	Tat transport	CDK5 p35 inh	V-ATPase pH	CAL PDZ FP-1	CAL PDZ FP-2	Rtt109 Vps75	cardiac RTF act	Wnt act
31	Cc1ccc(SCC(=O)NCc2ccccc2C)cc1	-0.8	3.1	3.4	0.6	-2.0	-0.9	-6.7	-2.0	-10.1	-1.4
32	OCCN1CCN(CCOc2cccc(Cl)c2)CC1	6.8	-8.4	-2.9	0.6	2.7	-0.3	-2.2	-9.2	2.0	0.2
33	COc1ccc(Oc2nc(SC)nc3ccsc23)cc1	-2.6	-3.4	3.2	-0.2	0.5	-9.2	-8.9	-4.6	4.6	-3.7
34	O=C(NCc1ccc(F)cc1)c1ccc(N2CCOCC2)c([N+](=O)[O-])c1	0.6	11.3	-10.0	-0.6	0.1	0.9	-6.1	-2.9	2.5	2.1
35	O=C(Cn1c(S(=O)(=O)Cc2ccccc2)nc2ccccc21)N1CCCCC1	-0.5	.	1.4	1.1	0.8	-0.4	.	11.6	3.9	0.7
36	CC(=O)c1cc2c(cc1N(C(=O)Cn1nnc3ccccc31)C(C(=O)NCCC(C)C)c1cccnc1)OCO2 (stereo unspecified)	-5.2	0.6	2.4	-2.6	4.0	-0.7	3.3	-1.4	.	-0.3
37	O=C1c2ccccc2-c2onc3ccc(Oc4ccccc4)c1c23	-16.5	-96.5	-7.7	0.1	-2.1	1.9	1.1	-1.1	31.1*	4.4
38	COc1ccc(NC(=O)CN(c2ccc(OC)cc2)S(=O)(=O)c2ccc(OC)c(OC)c2)cc1	52.1*	-3.6	-0.2	-0.2	-0.9	1.0	-1.3	-6.1	2.9	-2.4
39	O=C(COC(=O)C1CCC1)NCc1ccc(Cl)cc1Cl	-1.5	0.8	-2.0	0.0	2.5	-3.0	-2.8	-4.0	0.3	-3.2
40	CCc1c(C)[nH]c(=S)c(C#N)c1C	-10.9	-2.5	-1.6	-2.0	-2.6	.	-6.4	-0.6	12.6	0.0
41	CCOC(=O)C1CCCN(c2cc(C)nc3cc(-c4ccc(Cl)cc4)nn23)C1 (stereo unspecified)	-7.5	0.2	-1.3	3.9	-2.5	-1.4	1.6	-13.7	-2.3	-6.1
42	CCN(CC)c1ccc(S(=O)(=O)N2CCOCC2)cc1NC(=O)COC(=O)/C=C/c1ccc(C)o1	-11.9	2.9	0.7	0.4	-1.4	-1.0	.	-6.7	-7.5	-3.3
43	Cc1nn(-c2ccccn2)c2c1C(=O)CC(C)(C)C2Br (stereo unspecified)	-3.1	-12.8	-2.9	5.5	0.5	-1.1	0.6	1.1	5.4	-1.2
44	Cc1cc(C)cc(NC(=S)NC(=O)CCN2C(=O)c3ccccc3C2=O)c1	-8.5	.	13.2	-3.5	-1.3	0.0	-3.3	6.1	0.7	-1.7
45	C[C@@H]1CN([C@@H](C)CO)C(=O)Cc2cc(NC(=O)Nc3ccc4c(c3)OCO4)ccc2O[C@@H]1CN(C)C(=O)NC1CCCCC1	5.4	6.8	5.0	3.7	1.4	0.6	-0.8	1.8	-5.3	-1.6
46	Cc1ccc(C(=O)NN=C2CCCC2)cc1C	-6.3	7.1	-10.6	-0.5	0.7	0.5	-2.2	5.0	1.4	-0.2
47	Cc1ccc(NC(=O)c2sc3nc(N)c(C#N)cc3c2N)cc1	8.6	49.0	0.0	0.5	-5.4	0.6	-4.6	-14.8	2.1	-1.3
48	COC(=O)c1ccccc1NC(=O)C1CC(c2ccc(F)cc2)=NO1 (stereo unspecified)	-5.1	11.3	-6.4	3.2	5.0	0.1	-3.4	-12.8	-2.7	-2.2
49	CC1CCCCN1C(=O)COC(=O)c1cc(Cl)c2c(c1)OCO2 (stereo unspecified)	3.5	?	-2.5	-0.2	1.4	-0.3	.	0.7	-4.7	17.1
50	CON=C1CCN(c2ncc(C(F)(F)F)cc2Cl)CC1	-2.3	9.9	-2.9	4.1	0.4	-0.4	-0.4	-5.0	1.2	.
51	COc1cccc(NC(=O)CN(C)C(=O)CNC(=O)c2ccc3ccccc3c2)c1	-10.2	36.2	0.1	0.6	0.8	-2.7	-4.5	-2.0	2.7	3.3
52	Cn1[nH]c(=O)c(Cl)c(Cl)c1=O	2.0	.	-5.1	1.4	-2.6	-0.2	-2.5	-2.7	-2.4	-2.3
